mouse EphA4 binding: inhibitors of EphA4 binding to KYL peptide, primary screen, biochemical, colorimetric, mouse EphA4 (AID 689). EphA4-AP binding to KYL peptide, pNPP A405; higher % means a stronger effect. inhibition, % at 10 µM; hits with a dose series show IC50 in µM. actives 0.1% (n = 62,000); in the data active = a potency from the dose series; inactive = the rest, 99 in 100 with inhibition below about 22%
Numbers without * were called inactive; & = joins results of further samples.

structure | mouse EphA4 binding
COC(=O)c1ccc(Cn2c(O)c(N=O)c3ccccc32)o1 | -15.2%
COc1ccc(-c2cccc(=O)o2)cc1 | 8.0%
CCCC(=O)N(C)c1nnc(-c2ccc(OC)cc2)s1 | -13.6%
CCOC(=O)Cc1csc(NC(=O)CCNS(=O)(=O)c2ccc3c(c2)CCC(=O)N3)n1 | -10.6%
COC(=O)c1ccc(OCC(O)CN(CCO)CCO)cc1 (stereo not drawn) | -7.9%
Cc1ccc(-c2nnc(SCC(=O)Nc3ccc(F)cc3)o2)cc1 | -2.7%
Cc1noc2ncnc(Oc3ccc4ccccc4c3)c12 | -16.8%
O=C(O/C(=C/c1nccn1Cc1ccc(Cl)cc1)c1ccccc1)c1ccccc1 | -7.4%
CC(C)NC(=O)C1CCCN(S(=O)(=O)c2cccs2)C1 (stereo not drawn) | 12.2%
Cc1ccc(NC(=O)CS(=O)CC(=O)Nc2ccc3c(c2)OCO3)cc1Cl (stereo not drawn) | -8.5%
CC1CCN(S(=O)(=O)c2ccc(NC(=O)Cn3nnc(-c4ccccc4)n3)cc2)CC1 | -2.5%
COc1ccc(Oc2ncnc3c2oc2ccc(Br)cc23)cc1 | -4.7%
CN1/C(=N\O)c2cccc3cccc1c23 | 21.2%
CCOC(=O)C1=C(C)NC2=C(C(=O)CC(C)(C)C2)C1c1cccc(C)n1 (stereo not drawn) | 4.1%
Fc1ccc(C2CC(c3ccco3)=NN2c2ccccc2)cc1 (stereo not drawn) | 10.4%
O=C(c1ccc(Cl)cc1)C1C2C(=O)N(c3ccccc3)C(=O)C2C2CCCN21 (stereo not drawn) | 11.3%
Oc1ccc2oc3c(c2c1)CCCC3 | -14.9%
CC(=O)OC(C(=O)N1CCN(c2ccccc2F)CC1)c1ccccc1 (stereo not drawn) | -11.9%
CCc1nnc(NC(=O)c2cc(S(=O)(=O)N3CCN(c4ccccc4)CC3)ccc2Cl)s1 | -0.4%
Cc1cc[n+](CC(=O)Nc2cc(C(F)(F)F)ccc2Cl)cc1 | -4.9%
O=C(O)c1cccc(Cn2cc(Br)cn2)c1 | 2.2%
COc1cc(C(=O)NC(=S)NCc2ccco2)cc(OC)c1OC | 13.1%
COc1ccc(NC(=O)CN(c2cc(OC)ccc2OC)S(C)(=O)=O)cc1 | -2.0%
Cn1c(CNC(=O)c2ccc(Cl)c(Cl)c2)nnc1SCC(=O)Nc1sc2c(c1C#N)CCCC2 | -22.9%
CCC1CCCCN1S(=O)(=O)c1ccc(NC(=O)CSc2ncccc2C(=O)O)cc1 (stereo not drawn) | -10.4%
O=S(Cc1cc(Oc2ccccc2)nc(-c2ccccc2)n1)c1ccccc1 (stereo not drawn) | -2.8%
CCN(CC)C(=O)C1CC(=O)N(c2ccc(F)c(Cl)c2)C1 (stereo not drawn) | -4.0%
COc1cccc(C2CC(C(F)(F)F)n3ncc(C(=O)NC(C)(C)C)c3N2)c1 (stereo not drawn) | -10.6%
CCOc1ccccc1NC(=O)CN1C(=O)COc2ccc(Cl)cc21 | -16.4%
CC(Sc1nnc(C(F)(F)F)n1C)C(=O)NC(N)=O (stereo not drawn) | -4.6%
CCOC(=O)N1CCC(N2Cc3cccc(C(=O)NCc4ccccn4)c3C2=O)CC1 | -4.7%
COC(=O)C1C(O)=C(C=NCC(C)N=CC2=C(O)C(C(=O)OC)C(C)(C)CC2=O)C(=O)CC1(C)C (stereo not drawn) | -18.1%
COc1ccc2nc(NC(=O)C3COc4ccccc4O3)sc2c1 (stereo not drawn) | 4.4%
N#Cc1c(N)nc2c3c(sc(=N)c2c1N)NC(=O)CC3c1c(F)cccc1Cl (stereo not drawn) | 4.0%
COC(=O)C1CCN(C(=O)COC(=O)CC(NC(N)=O)c2ccc(Cl)cc2)CC1 (stereo not drawn) | -0.4%
Cc1ccc(C2C(/C=C3/SC(=S)NC3=O)=C(c3cccs3)Oc3ccccc32)cc1 (stereo not drawn) | -0.8%
COc1cc(NC(=O)COc2ccc3ccccc3c2)cc(OC)c1 | -8.6%
Cc1nnc(NC(=O)NCN2C(=O)C3C4C=CC(C4)C3C2=O)s1 (stereo not drawn) | -15.5%
Clc1ccc(-c2nnc3c4ccccc4nc(N4CCOCC4)n23)cc1Cl | -13.1%
Cc1ccc2c(c1)N(Cc1ccncc1)C(=O)C(C)O2 (stereo not drawn) | 0.1%
Fc1ccc(NC(=S)N2CCCc3ccccc32)cc1 | -5.7%
CN1CC(=O)N(CC(=O)Nc2ccc(Cl)c(C(F)(F)F)c2)C1=O | -6.1%
COc1cc(OC)cc(C(=O)Nc2ccc(C)c(C)c2)c1 | -2.2%
CCCCOC(=O)Nc1sc2nc(C)cc(C)c2c1-n1cccc1 | -12.6%
Cc1ccc(C(C(=O)NCc2ccc(F)cc2)N(C(=O)c2csnn2)C2CC2)o1 (stereo not drawn) | -28.8%
Cc1cc(C)c2c(=O)[nH]c(=O)n(Cc3ccccc3)c2n1 | 1.4%
COC(=O)c1ccc(NC(=S)NC(=O)c2ccc(OC)cc2)cc1 | -11.9%
CCOC(=O)Cc1c(C)nc2c(-c3ccc(Cl)cc3)c(C)[nH]n2c1=O | -9.4%

Rewritten field by field: part of the list above.
CCOC(=O)Cc1c(C)nc2c(-c3ccc(Cl)cc3)c(C)[nH]n2c1=O
  mouse EphA4 binding: -9.4%

Cc1ccc(C(C(=O)NCc2ccc(F)cc2)N(C(=O)c2csnn2)C2CC2)o1 (stereo not drawn)
  mouse EphA4 binding: -28.8%

Looked up above.
COc1cccc(C2CC(C(F)(F)F)n3ncc(C(=O)NC(C)(C)C)c3N2)c1 (stereo not drawn) in mouse EphA4 binding shows -10.6%
COC(=O)C1CCN(C(=O)COC(=O)CC(NC(N)=O)c2ccc(Cl)cc2)CC1 (stereo not drawn) in mouse EphA4 binding shows -0.4%
Cc1noc2ncnc(Oc3ccc4ccccc4c3)c12 in mouse EphA4 binding shows -16.8%
CCOC(=O)Cc1c(C)nc2c(-c3ccc(Cl)cc3)c(C)[nH]n2c1=O in mouse EphA4 binding shows -9.4%
COC(=O)c1ccc(NC(=S)NC(=O)c2ccc(OC)cc2)cc1 in mouse EphA4 binding shows -11.9%
COc1ccc(NC(=O)CN(c2cc(OC)ccc2OC)S(C)(=O)=O)cc1 in mouse EphA4 binding shows -2.0%

(continued)
structure | mouse EphA4 binding
O=C(COC(=O)c1cnccn1)NCc1ccccc1 | -8.1%
Cn1nc(-c2ccccc2)c(-c2nc(-c3ccccc3Cl)no2)c1Cl | -1.9%
COC(=O)c1ccc(Cn2nnc3ccccc3c2=O)o1 | -3.3%
CCCS(=O)(=O)N1CCN(CCCc2ccccc2)CC1 | -5.8%
O=C(COc1ccc(Cl)cc1)Nc1ccccc1[N+](=O)[O-] | 1.8%
O=C(c1ccco1)N1CCN(Cc2nc3ccc([N+](=O)[O-])cc3c(=O)n2-c2ccccc2F)CC1 | -12.5%
O=C(/C=C/c1ccc(F)cc1)N1CCN(CCN2C(=O)c3cccc4cccc(c34)C2=O)CC1 | -17.9%
O=C1CSC(c2ccccn2)N1c1ccc2ccccc2c1 (stereo not drawn) | -13.1%
Cc1cc2ccccc2cc1CN1CCOCC1 | -1.3%
O=C1CCCN1CC(O)CS(=O)(=O)c1ccccc1 (stereo not drawn) | 2.9%
C[N+]1(CC(=O)Nc2ccc(F)cc2)CCN(C(=O)c2ccco2)CC1 | -15.1%
CC(=O)Nc1ccc(NS(=O)(=O)c2cc(Cl)ccc2Cl)cc1 | -3.4%
CC(=O)C1=C(O)C(=O)N(c2ccc(S(N)(=O)=O)cc2)C1c1ccc([N+](=O)[O-])cc1 (stereo not drawn) | -2.6%
Cc1nc2ccccn2c(=O)c1[N+](=O)[O-] | -5.0%
Cn1c(O)c(C(C#N)=C2N=c3ccccc3=N2)c2ccccc21 | -20.8%
CCSc1nnc(-c2ccncc2)o1 | -3.0%
O=C(CCCNS(=O)(=O)c1cccc2nsnc12)NCc1ccc(Cl)cc1 | 0.0%
O=C(NCCCNC(=O)C(F)(F)C(F)F)C(F)(F)C(F)F | -6.4%
CN1CCC2(CC1)C1CN(C)CC=C1C(C#N)=C(N)C2(C#N)C#N (stereo not drawn) | -11.4%
CCOC(=O)CNC(=O)c1sc2nc(C)cc(C)c2c1N | -13.7%
O=C(CSc1nnc2c3ccccc3c3ccccc3c2n1)Nc1ccccc1F | 20.5%
O=C(COc1ccccc1Cl)Nc1ccc(Br)cc1C(=O)O | -5.1%
CC(=O)Nc1ccc(S(=O)(=O)n2cnc3cc(C)c(C)cc32)cc1 | 8.8%
O=C(NCc1ccc2c(c1)OCO2)c1c(O)c2cccc3c2n(c1=O)CCC3 | 4.5%
c1ccc(-n2ncc3c(NCCCN4CCOCC4)ncnc32)cc1 | 4.2%
COc1ccc(C2C(C#N)=C(N)OC3=C2C(=O)CC(C)(C)C3)c([N+](=O)[O-])c1OC (stereo not drawn) | -14.4%
COc1ccc(C(=O)Nc2ccc3oc(Cc4ccc(Cl)cc4)nc3c2)cc1OC | 11.5%
c1ccc(-c2csc(-n3cnnn3)n2)cc1 | 26.4%
CCCCCCS(=O)[C@H]1CS(=O)(=O)C[C@@H]1S(=O)CCCCCC (stereo partly drawn) | -0.4%
CC(Sc1ccc(Cl)cc1)C(=O)Nc1ccc(S(=O)(=O)N2CCOCC2)cc1 (stereo not drawn) | -5.5%
CC(=O)Oc1ccc(-c2cccc(C(=O)O)c2)cc1 | 1.4%&-1.8%
O=C(CSc1nnc(-c2ccncc2)n1C1CCCCC1)Nc1cccc(O)c1 | 3.1%
Cc1cc(C=C2C(=O)NC(=O)NC2=O)c(-c2ccccc2)n1-c1ccccc1 | -3.3%
CCOC(=O)CSc1nnc2c(n1)C1(C)CCC2C1(C)C (stereo not drawn) | 13.3%
CCOC(=O)c1cc(C)[nH]c(=S)c1C#N | -1.0%
CCCCNc1ncnc2sc3c(c12)CCCC3 | -0.1%
CCC1SC2=NC(C)=C(C(=O)OCC(C)C)C(/C=C/c3ccccc3OC)N2C1=O (stereo not drawn) | -5.4%
CCN(CC)CCCNC(=O)c1cc2c(-c3ccc(Cl)cc3)nn(C)c2s1 | -7.3%
COc1ccc(-c2nc(CN3CCCC(C(=O)NC4CCCC4)C3)c(C)o2)cc1 (stereo not drawn) | 1.7%
CN(C)c1ccc(NC(=O)CN2C(=O)CC(c3ccccc3)=Nc3ccccc32)cc1 | -7.9%
c1ccc(COc2ccc(CNCc3cccs3)cc2)cc1 | -4.0%
COc1ccc(-c2cc(-c3ccc(OC)cc3)[nH]n2)cc1 | 3.9%
O=C(Nc1ccc(F)cc1)c1ccccc1 | 4.1%&-15.7%
COc1cc(C)ccc1OCCOc1c(C)cccc1Cl | -12.3%
COc1ccc(Cl)cc1NC(=O)CN(C)C(C)C(=O)NCC1CCCCC1 (stereo not drawn) | -7.3%
Cn1nc(-c2ccccc2F)c2cc(C(=O)Nc3ccc4c(c3)OCCO4)sc21 | -4.6%
O=C(c1cccn(Cc2cccc(Cl)c2)c1=O)N1CCOCC1 | -14.8%
CN(C)CCCNCCCNC(=O)/C=N/O | -9.2%
O=C(NC(=S)Nc1cccc(Cl)c1)c1ccco1 | 3.7%
O=C(Nc1ccccc1F)c1ccccc1[N+](=O)[O-] | -5.3%
O=C(O)CN=C1NC2(CCCC2)Cc2ccccc21 | -13.1%
COc1cccc(OC)c1C(=O)Nc1ncn[nH]1 | -7.8%
O=C(Nc1cccc(Cl)c1)OCc1cn(-c2ccc(Cl)cc2)nn1 | -1.9%
Cc1nn(C)c2ncc(C(=O)c3cc(F)ccc3O)cc12 | -6.6%
Cc1ccccc1OCC(=O)N/N=C/c1cccn1C | -7.8%
O=C(NCCCN1CCCCCC1)C1CC(=O)N(CCc2ccccc2)C1 (stereo not drawn) | -13.5%
COc1ccc(C(=O)Nc2ccc(S(=O)(=O)Nc3onc(C)c3C)cc2)cc1OC | 13.5%
COc1c(C)cc(Br)cc1C(=O)Nc1cccc(-c2nc3ncccc3o2)c1 | -14.6%
O=C(Cc1ccc2c(c1)OCCO2)c1c(O)cc(O)cc1O | -3.6%
Cc1nc2cc(-c3cccc(Cl)c3)nn2c(C)c1Cl | -11.2%

More records follow:
structure | mouse EphA4 binding
C=CCn1c(-c2cc(OC)cc(OC)c2)n[nH]c1=S | -9.8%
CCOc1ccc2oc(=O)cc(C)c2c1 | -10.4%&-9.8%
O=C(COc1ccccc1)NCc1ccc2c(c1)OCO2 | -6.6%
COCCCn1c2nc3ccccc3nc2c2c(=O)n(CC3CCCO3)cnc21 (stereo not drawn) | -9.7%
Cc1ccc2c(c1)NC(=O)C(CC(=O)NCCCN1CCCC1)O2 (stereo not drawn) | -8.4%
CCN(CC)c1ccc(N2C(=O)/C(=C/c3ccc(OC)c(OC)c3)SC2=S)cc1 | 22.0%
O=C(Nc1ccccc1)c1ccc(NS(=O)(=O)c2ccccc2)cc1 | -4.3%
COc1ccc(C(=O)N(Cc2nc(-c3ccc(C)cc3)no2)C(C)C)cc1OC | 6.7%
S=c1[nH]nc(C2CCCCC2)n1/N=C/c1ccc(Br)s1 | -4.0%
Cc1ccc(-c2nc(COC(=O)c3c(C)noc3C)cs2)cc1 | -21.2%
CCOC(=O)C(CC(C)C)NC(=O)CCN1C(=O)c2ccccc2C1=O (stereo not drawn) | -12.2%
CCN(CC)C(=O)c1sc(NC(=O)C(C)(C)C)c(C(=O)OC)c1C | 6.3%
O=C(NCc1ccco1)C1(c2ccc(Br)cc2)CCCC1 | -12.9%
CCN(CCNC(=O)C1CCCN(S(=O)(=O)c2cnc[nH]2)C1)c1ccccc1 (stereo not drawn) | 3.0%
Cc1ccc(OC(=O)c2ccc(C)c(C)c2)cn1 | -1.7%
NC(=O)c1ccc(NCc2ccco2)c([N+](=O)[O-])c1 | -6.3%
CCOC(=O)Oc1ccc2oc(=O)cc(C)c2c1 | -4.8%&-2.1%
Cn1c(SCCS(=O)(=O)c2ccc(Cl)cc2)nnc1-c1ccccc1 | -5.4%
Cc1ccc(CN2C(=O)CSC2c2cn(-c3ccccc3)nc2-c2ccccc2)cc1 (stereo not drawn) | -2.3%
O=C(NC12CCC(O)C(SC1)/C2=N/O)c1ccccc1 (stereo not drawn) | 1.0%
COc1ccc(NC(=O)C2CC(c3ccc(OC)c(OC)c3)=NO2)cc1OC (stereo not drawn) | 8.5%
COc1cc(OC)c(C2C(C#N)=C(N)OC3=C2C(=O)CC(C)C3)cc1OC (stereo not drawn) | -8.2%

Screening results (PubChem BioAssay)

Not all compounds are listed. The share of hits here may be higher or lower than overall.
